High-throughput results deposited in PubChem BioAssay by National Center for Advancing Translational Sciences (NCATS).
D1 antagonist = human D1 dopamine receptor antagonism | AID 504652 | hit rate 3.2% among 360,000 | HEK293 TREx D1 cells, calcium flux, dopamine EC80; stronger effect = lower value | P21728 | activity change, negative = inhibition, % at 10 µM; in the data active = activity change below about -30%; also: % is scaled to controls: 0 for no effect and ±100 for the full control effect
Target sequence (P21728 whole entry, looked up): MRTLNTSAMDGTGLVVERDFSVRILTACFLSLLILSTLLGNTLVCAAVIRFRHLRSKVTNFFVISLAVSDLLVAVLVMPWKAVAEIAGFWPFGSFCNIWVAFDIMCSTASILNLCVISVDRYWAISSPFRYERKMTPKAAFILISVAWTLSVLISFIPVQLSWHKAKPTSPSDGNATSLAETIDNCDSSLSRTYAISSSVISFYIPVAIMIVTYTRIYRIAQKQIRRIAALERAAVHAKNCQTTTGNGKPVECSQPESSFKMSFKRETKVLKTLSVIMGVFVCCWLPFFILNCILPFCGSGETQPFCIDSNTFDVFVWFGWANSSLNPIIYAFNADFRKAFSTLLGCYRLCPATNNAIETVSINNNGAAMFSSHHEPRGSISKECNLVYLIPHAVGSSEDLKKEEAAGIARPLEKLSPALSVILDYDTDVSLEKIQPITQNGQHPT
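After overnight tetracycline induction at 30 C, force-coupled D1 HEK293 cells took up a no-wash calcium dye at room temperature. Compounds were added and monitored 180 s, and the response to EC80 dopamine was then recorded.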
Glioma ERSR ind = inducers of ER stress response in human glioma cells; U87-MG GRP78 promoter luciferase reporter, 16 h; Potency, µM, for the others: top-dose activation, actives largely listed as activators; hit rate 0.02% among 420,000; AID 602332; also: potency is read from the fitted curve at half-maximal effect; series mostly up to about 76 µM; % of control where 0% means no effect; nearly all actives have a fitted effect of over 35% in size
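Stably transfected U87-MG human glioma cells carrying a GRP78-based luminescent sensor were seeded at 1000 cells/well, pin-dosed with compounds and incubated 16 h. Luciferase reagent was then added, and end-point luminescence was read after 10 min at room temperature.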
LDHA inh = inhibitors of human lactate dehydrogenase A | P00338 | purified LDHA, NADH/diaphorase-resazurin fluorescence; stronger effect = lower value | activity change, % (values are at about 110 or 230 µM) | hit rate 0.15% among 480,000; in the data active = activity change below about -30%; inconclusive = mostly about -25% to -30%;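 also: plate controls were DMSO wells for no effect and wells without enzyme for full effect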
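Remaining NADH was detected by diaphorase (0.133 mg/mL) converting 37 µM resazurin to fluorescent resorufin, read at 0 and 20 minutes. The preceding 5-minute room-temperature reaction used 2 nM LDHA, 0.2 mM sodium pyruvate and 0.06 mM NADH at pH 7.4.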
D1 ag = human D1 receptor agonism; P21728; HEK293 T-REx D1 cells, calcium flux, agonist mode; activation, % at 2 µM; hit rate 1% among 360,000; in the data active = activation above about 30%; also: 0% is about no effect
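Inducible HEK293 T-REx D1 cells, force-coupled to calcium signalling, were plated at 4000 cells/well with tetracycline and held overnight at 30 C. After no-wash calcium dye loading, compound-evoked calcium rise over 180 s flagged agonists.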
Vif-A3F inh = Vif-A3F binding inhibition | HeLa A3F-eYFP + Vif (tagged APOBEC3F with the HIV-1 protein that degrades it), YFP fluorescence increase | Potency, µM (titrated, usually from 46.1 µM), for the others: top-dose activity, negative = active | hit rate 0.2% among 390,000 | AID 602313; also: potency is read from the fitted curve at half-maximal effect; % of control where 0% means no effect; nearly all actives have a fitted effect of over 65% in size
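HeLa cells stably expressing Vif plus C-terminally eYFP-tagged A3F were seeded, incubated overnight at 37 deg C, dosed with compound, incubated overnight again at 37 deg C. Yellow fluorescence (Ex 488/Em 500-530) reported blocked Vif-mediated A3F-eYFP degradation.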
D2 PAM = positive allosteric modulators of human D2 dopamine receptor. HEK293 T-REx D2, calcium flux, EC20 dopamine potentiation. potentiation, % at 10 µM. hit rate 0.34% among 340,000;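 active = potentiation over 3 SD above the plate norm, cut at about 30% in these data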; also: 0% is about no effect
Target sequence (P14416 whole entry, looked up): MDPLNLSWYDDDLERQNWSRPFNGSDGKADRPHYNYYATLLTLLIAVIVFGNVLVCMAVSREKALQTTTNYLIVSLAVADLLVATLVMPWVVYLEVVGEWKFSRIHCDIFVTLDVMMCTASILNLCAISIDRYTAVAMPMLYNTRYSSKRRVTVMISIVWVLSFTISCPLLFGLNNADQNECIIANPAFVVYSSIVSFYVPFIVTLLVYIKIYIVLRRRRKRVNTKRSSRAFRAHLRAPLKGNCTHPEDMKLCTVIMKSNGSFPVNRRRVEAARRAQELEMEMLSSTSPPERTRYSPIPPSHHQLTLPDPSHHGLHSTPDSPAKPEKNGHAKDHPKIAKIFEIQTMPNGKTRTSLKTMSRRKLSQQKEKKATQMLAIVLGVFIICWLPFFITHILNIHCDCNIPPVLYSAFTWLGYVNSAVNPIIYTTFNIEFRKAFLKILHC
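Calcium flux readout, no-wash dye, 1 read/s. Inducible HEK293 Trex D2 line, overnight 30 C. Compound alone 180 s (agonist flags), then EC20 dopamine, another 180 s to score potentiation.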
D1 PAM = human D1 dopamine receptor positive modulation; HEK293 TREx D1 cells, calcium flux, dopamine EC20 potentiation; AID 504651; P21728; hit rate 0.036% among 360,000; potentiation, % at 10 µM; in the data active = potentiation above about 30%; also: 0% is about no effect
RXFP1 ag = RXFP1 (human) receptor agonism | Potency, µM (highest dose often 57.5 µM), for the others: at the highest dose activation, most hits filed as activators | Q9HBX9 | HEK293T-RXFP1 cAMP TR-FRET, 30 min; response scale: percent of porcine relaxin response, buffer zero | hit rate 0.3% among 370,000; also: potency is read from the fitted curve at half-maximal effect; % is scaled to controls: 0 for no effect and ±100 for the full control effect; nearly all actives have a fitted effect of over 60% in size; many of its hits are not listed in these tables
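HEK293 cells stably expressing RXFP1, treated 30 min at 37C with compounds plus PDE4 inhibitor Ro 20174; cAMP measured by HTRF TR-FRET. Normalized to buffer and 29 nM porcine relaxin; EC50 by Hill fit.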
Vif-A3G inh = blocks the Vif interaction with human APOBEC3G. Potency, µM (titrated, usually from 46.1 µM), inactives show at the highest dose activity, negative = active, hits mostly inhibitors. hit rate 0.076% among 410,000. Q9HC16. HeLa A3G-eYFP + Vif (tagged APOBEC3G with the HIV-1 protein that degrades it), YFP fluorescence, overnight. AID 602310;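 also: potency is read from the fitted curve at half-maximal effect; % is scaled to controls: 0 for no effect and ±100 for the full control effect; nearly all actives have a fitted effect of over 60% in size; hits raise eYFP signal because A3G escapes Vif-driven loss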
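Read-out is eYFP fluorescence (Ex 488/Em 500-530) from Vif-expressing HeLa A3G-eYFP cells; more signal means A3G escaped Vif-mediated degradation. Cells plated overnight, compound pinned in, incubated overnight at 37 deg C.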
Numbers without * were called inactive; ? = inconclusive; nt = no result given; & = joins results of further samples. Unless noted, calls follow the shape of the dose curve; as a rule, active = well fitted curve in the direction sought with a large enough effect; inconclusive = small, poorly fitted or top-dose-only effect, or another doubt; inactive = no such curve, though single readings can be large; an effect the other way counts as inactive or inconclusive. Some of the compounds tested; rates above refer to the full screens.

1) c1ccc(-c2ccccc2OCCCN2CCOCC2)cc1
2) O=C(CSc1nc2ncccc2[nH]1)NC1CCCC1
3) Cc1ccc(Nc2nc(-c3ccccc3)nc3ccccc23)cc1
4) COc1ccc(-c2[nH]c(-c3ccc(OC)c(OC)c3)nc2SCC(=O)Nc2ccccc2)cc1
5) C=CCNC(=S)N(CC)c1cccc2ccccc12
6) CC(=O)c1ccc(OCC(O)CN2CCN(S(=O)(=O)c3cccc(Br)c3)CC2)cc1 (configuration not stated)
7) CC(C)CN1CCN(Cc2ccc3ncccc3c2)CC1CCO (configuration not stated)
8) Cc1ccc(C(=O)Nc2ccc(F)cc2)o1
Compound | 1 | 2 | 3 | 4 | 5 | 6 | 7 | 8
D1 antagonist | -4 | 0 | -30* | -2 | 13 | 0 | 12 | -21
Glioma ERSR ind | -1% | -2% | -5% | -1% | -6% | -2% | 2% | 2%
LDHA inh | -30* | 5 | 0 | 5 | -4 | 2 | 4 | 1
D1 ag | 0 | 2 | 1 | 4 | 4 | 1 | 0 | 0
Vif-A3F inh | -14% | 1% | -1% | -5% | -7% | -1% | -24% | -37%
D2 PAM | 13 | 14 | 9 | -11 | -9 | -3 | -9 | -3
D1 PAM | -1 | 0 | -4 | -2 | 1 | -3 | -2 | -4
RXFP1 ag | -0.4% | 5.8% | -0.3% | 3.1% | 0.5% | -1.9% | 7.6% | -1.2%
Vif-A3G inh | 1% | 0% | -24% | -1% | 2% | 0% | -1% | 0%

9) CCCC(=Nc1ccccc1OC)C1=C(O)CC(c2ccccc2)CC1=O (configuration not stated)
10) CCC(C)(C)NC(=O)C(c1ccc(OC)cc1)N(C(=O)CCC(=O)Nc1cc(C)on1)C1CC1 (configuration not stated)
11) CCN1C(=O)[C@@H]2[C@H](C1=O)[C@@H]1C(=O)Nc3ccccc3C(=O)N1[C@@H]2c1ccc(OC)cc1
12) COc1cccc(C(=O)CC2(O)C(=O)Nc3ccc(Cl)cc32)c1 (configuration not stated)
13) C(=N\N1CCN(Cc2cccc3ccccc23)CC1)/c1cccnc1
14) CCN1c2ccccc2-c2nc(SCC(=O)NCc3ccc(Cl)cc3)ncc2S1(=O)=O
15) O=C(CSc1ccccc1C(=O)NCCCN1CCCC1=O)NCc1ccco1
16) CC(=O)Nc1cccc(-c2nnc(SCC(=O)c3cc([N+](=O)[O-])ccc3Br)o2)c1
Compound | 9 | 10 | 11 | 12 | 13 | 14 | 15 | 16
D1 antagonist | -2 | -2 | -9 | 10 | -5 | 2 | -15 | -9
Glioma ERSR ind | -1% | -2% | -2% | -4% | -4% | 0% | -4% | 9%
LDHA inh | 10 | -9 | 5 | 0 | 6 | 0 | -5 | 6
D1 ag | 4 | 0 | 2 | 11 | -1 | 5 | -1 | 0
Vif-A3F inh | -9% | -5% | 1% | -6% | -5% | -16% | 3% | 0%
D2 PAM | 3 | -8 | -8 | -5 | 4 | -1 | nt | -7
D1 PAM | 4 | 5 | -2 | 2 | -1 | -3 | -6 | -5
RXFP1 ag | -2.1% | 0.1% | 0.5% | 3.6% | 0.3% | 14% | 0.8% | -2.4%
Vif-A3G inh | -1% | -5% | 1% | 2% | 0% | -2% | -1% | ?

17) CCOC(=O)c1c(C)[nH]c(C)c1S(=O)(=O)N1CCC(C(=O)N2CCN(c3ccccc3F)CC2)CC1
18) COCc1ccc(C(=O)N2CCCC(C(=O)c3cccc(C(F)(F)F)c3)C2)o1 (configuration not stated)
19) CN(C(=O)CCc1nnc(-c2ccc(-c3ccccc3)cc2)o1)C1CCOCC1
20) CCN1Cc2c(cc(OC)c(OC)c2OC)-c2ccccc2S1(=O)=O
21) COc1ccc(C(=O)CSc2nnc(-c3cccnc3)n2Cc2ccco2)cc1
22) Nc1ccc(O)cc1C(=O)OCC(=O)C12CC3CC(CC(C3)C1)C2
23) Nc1c(C(=O)CSc2ncccn2)c(=O)[nH]c(=O)n1C1CC1
24) Cc1ccc(C(=O)O)cc1S(=O)(=O)Nc1ccccc1C(=O)NC1CC1
Compound | 17 | 18 | 19 | 20 | 21 | 22 | 23 | 24
D1 antagonist | -19 | 3 | 1 | nt | 20 | 4 | -2 | -11
Glioma ERSR ind | 8% | -3% | -11% | -1% | 1% | 14% | 4% | -3%
LDHA inh | 0 | 0 | -12 | 4 | -1 | 16 | -2 | -7
D1 ag | 0 | 1 | 11 | nt | 2 | 6 | 7 | 3
Vif-A3F inh | 1% | -4% | -21% | 4% | nt | -15% | -9% | -5%
D2 PAM | 1 | 10 | -5 | nt | -2 | 9 | -6 | 18
D1 PAM | 1 | 2 | -3 | nt | 4 | 2 | nt | -1
RXFP1 ag | -0.2% | -2.1% | 2.0% | nt | 0.5% | 1.1% | 0.5% | -1.2%
Vif-A3G inh | 1% | 1% | -1% | 1% | -1% | -2% | 1% | 3%

Three compounds from above, sorted by the number in D1 antagonist, descending.
no.	Structure	D1 antagonist
21	COc1ccc(C(=O)CSc2nnc(-c3cccnc3)n2Cc2ccco2)cc1	20
22	Nc1ccc(O)cc1C(=O)OCC(=O)C12CC3CC(CC(C3)C1)C2	4
18	COCc1ccc(C(=O)N2CCCC(C(=O)c3cccc(C(F)(F)F)c3)C2)o1 (configuration not stated)	3

Next part.
25) O=C(CCNc1ccccc1)c1ccc2c(c1)OCO2
26) CCNC(=O)COC(=O)/C=C/c1cccc(F)c1
27) O=[N+]([O-])c1ccc(S(=O)(=O)Nc2cccc(-c3ccc(N4CCOCC4)nn3)c2)cc1
28) CC(C)COC(=O)c1cc(=O)[nH]c2ccccc12
29) O=C(CN1C(=O)c2ccc([N+](=O)[O-])cc2C1=O)NCCC1=CCCCC1
30) COc1ccc(C(=O)N2CCN(c3ccc(N4CCOCC4)nn3)CC2)cc1OC
31) CCOC(=O)CN1C(=O)C(O)=C(C(C)=O)C1c1ccc(F)cc1 (configuration not stated)
32) Cc1nnc(NC(=O)c2ccc(F)c(S(=O)(=O)N3CCOCC3)c2)s1
Compound | 25 | 26 | 27 | 28 | 29 | 30 | 31 | 32
D1 antagonist | -17 | -11 | 14 | -16 | 8 | -3 | 5 | nt
Glioma ERSR ind | -9% | 1% | 0% | 7% | -3% | -2% | -3% | -2%
LDHA inh | 4 | -2 | 2 | 1 | -1 | -4 | -6 | -8
D1 ag | 0 | -1 | 2 | 1 | 0 | 2 | 2 | nt
Vif-A3F inh | 0% | 8% | -27% | 0% | -1% | 2% | -1% | -21%
D2 PAM | 5 | 5 | -11 | 1 | -16 | 4 | -4 | nt
D1 PAM | -4 | -4 | -12 | -8 | -7 | 8 | -3 | nt
RXFP1 ag | 3.6% | 0.5% | 1.6% | 0.0% | 1.7% | -0.3% | 2.2% | nt
Vif-A3G inh | -6% | 0% | -1% | 1% | 1% | -1% | 0% | -2%

33) Cc1[nH]c2ccccc2c1SCC(=O)N1CCCc2ccccc21
34) Cn1c(/C(C#N)=C(\O)c2ccc(Cl)s2)nc2ccccc21
35) O=C(c1cc(F)c(F)cc1Cl)N1CCCCC1
36) O=C(NC1CCN(C(=S)Nc2ccc(Cl)cc2)CC1)C1CCCCC1
37) COc1cc(C(C)=O)ccc1OCC(=O)OCC(=O)c1cc(C)n(CC2CCCO2)c1C (configuration not stated)
38) Cc1ccc(C)c(N2CCN(C(=O)CCC(=O)Nc3nnc(C(F)(F)F)s3)CC2)c1
39) Cn1c(=O)c2c(nc(NCCCN3CCOCC3)n2Cc2ccc(Cl)cc2)n(C)c1=O
40) Cc1cccc(NC(=O)CSc2nc3sc(C)cc3c(=O)n2C)c1
Compound | 33 | 34 | 35 | 36 | 37 | 38 | 39 | 40
D1 antagonist | -6 | 0 | 7 | -23 | -6 | -5 | 32 | nt
Glioma ERSR ind | -5% | 5% | -7% | -5% | -6% | 3% | -1% | -6%
LDHA inh | 1 | 0 | -8 | -7 | -1 | -2 | -3&7 | -6
D1 ag | -3 | 3 | 0 | 21 | 2 | 2 | 0 | nt
Vif-A3F inh | 0% | -3% | 1% | 5% | -7% | -7% | 0% | 5%
D2 PAM | 0 | nt | -1 | 15 | -5 | 9 | 21 | nt
D1 PAM | 1 | 1 | -2 | nt | -5 | -6 | -1 | nt
RXFP1 ag | 2.6% | 29% | -0.4% | -0.9% | 4.7% | 0.5% | 4.6% | nt
Vif-A3G inh | -8% | -1% | -8% | 1% | -5% | 3% | 2% | 1%

41) NC(=O)C1CNc2ccccc2O1 (configuration not stated)
42) CN(C)CCCNC(=O)/C=C/c1ccc(OCc2c(F)cccc2Cl)cc1
43) C=CCOc1nc2c(c(=O)n(Cc3ccc(Cl)cc3)c(=O)n2C)n1C
44) COc1cc(C(=O)NC(=S)Nc2ccc3c(c2)C(=O)N(C)C3=O)cc(OC)c1OC
45) COc1ccc(-c2nc(-n3c(C)c(C(C)=O)c(C(C)=O)c3C)sc2C)cc1
46) Cn1c(=O)c2cc(NCc3ccccc3)nnc2n(C)c1=O
47) CC(C)(C)OC(=O)N1CCC(NC(=O)c2nc[nH]c2C(=O)NCC(=O)OCc2ccccc2)CC1
Compound | 41 | 42 | 43 | 44 | 45 | 46 | 47
D1 antagonist | -13 | -10 | 2 | -13 | -2 | -3 | -15
Glioma ERSR ind | 3% | -7% | -2% | -7% | -1% | 3% | -6%
LDHA inh | 0 | 0 | -7&2 | -8 | 0 | -7 | 4
D1 ag | 1 | 20 | -1 | 4 | 5 | 11 | 1
Vif-A3F inh | -16% | -6% | -9% | -1% | 0% | 0% | 0%
D2 PAM | nt | 3 | -1 | -6 | 0 | 11 | 5
D1 PAM | -7 | -3 | -1 | -1 | -5 | -5 | -4
RXFP1 ag | -0.7% | 1.7% | 1.4% | 11% | -0.9% | 6.2% | 0.7%
Vif-A3G inh | 2% | -2% | 0% | -4% | 4% | -9% | -5%
